Source: PubChem BioAssay (Broad Institute)
EWS-Fli inh = blocks EWS/Fli oncoprotein-driven transcription; A673 NR0B1-luciferase reporter, viability-normalised; inhibition, % at 12.6 µM; actives 0.67% (n = 350,000); AID 651661;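 active = mean inhibition of at least 50% after viability correction, with every replicate also passing that limit; inconclusive = mean reaches 50% but only one of two replicates passes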;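 also: firefly luciferase signal divided by Alamar Blue viability fluorescence both relative to DMSO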
CASP6 VEID inh = blocks human caspase-6 cleavage activity; P55212; purified caspase-6, Z-VEID-R110 cleavage fluorescence; inhibition, % at 12.5 µM; actives 0.53% (n = 350,000); AID 686996;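 active = mean inhibition across replicates at least about 35%, with every replicate also reaching that limit, limit read from the data; inconclusive = only one of the two criteria met; inactive = neither criterion met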;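 also: 0% = median of neutral control wells and 100% = no fluorescence left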
Target sequence (P55212 24-179 limits assumed): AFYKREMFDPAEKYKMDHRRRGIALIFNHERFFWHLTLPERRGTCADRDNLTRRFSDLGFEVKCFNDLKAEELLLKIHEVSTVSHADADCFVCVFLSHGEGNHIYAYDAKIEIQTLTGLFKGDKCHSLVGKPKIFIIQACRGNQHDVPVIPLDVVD
Target sequence (P55212 194-293 limits assumed): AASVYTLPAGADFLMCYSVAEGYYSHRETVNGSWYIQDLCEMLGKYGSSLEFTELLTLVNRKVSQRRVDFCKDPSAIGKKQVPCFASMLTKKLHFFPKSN
ARNT TACC3 PPI = disrupts binding between human ARNT and TACC3 | Q9Y6A5 | AlphaScreen His-ARNT PAS-B/GST-TACC3 binding, luminescence; TACC3 fragment carries E629A point mutation | inhibition, % at 9.99 µM | actives 0.66% (n = 390,000) | AID 623870;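 active = mean inhibition of replicates at least 50% and at least half of replicates each reaching 50%; inconclusive = half or more replicates reach 50% but mean below 50%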;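 also: 0% = complete ARNT plus TACC3 wells and 100% = ARNT alone without TACC3; many hits fall short of the cut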
SIRT5 block = blocks human SIRT5 desuccinylation of peptide. Q9NXA8. Purified SirT5, succinyl-peptide AMC, trypsin-coupled fluorescence. inhibition, % at 15 µM. actives 1.1% (n = 330,000). AID 652115; in the data active = inhibition above about 15%; inconclusive = no clear call, values can overlap the other calls
Target sequence (Q9NXA8 whole entry, looked up): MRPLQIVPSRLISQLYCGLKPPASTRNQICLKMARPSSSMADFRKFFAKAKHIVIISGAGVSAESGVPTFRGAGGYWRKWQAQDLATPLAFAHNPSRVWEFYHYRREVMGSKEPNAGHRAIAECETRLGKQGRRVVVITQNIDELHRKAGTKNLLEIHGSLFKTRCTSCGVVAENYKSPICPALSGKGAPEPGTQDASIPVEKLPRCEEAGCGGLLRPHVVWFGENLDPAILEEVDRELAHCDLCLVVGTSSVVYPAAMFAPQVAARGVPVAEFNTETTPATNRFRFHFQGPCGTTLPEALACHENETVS
PAX8 inh HTS = lowers PAX8-driven luciferase in RMG-I cells; RMG-I TPO-luciferase reporter, SteadyGlo, 24 h; inhibition, % at 12.6 µM; actives 1.2% (n = 360,000); AID 652154;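 active = mean replicate inhibition at least 60% with every replicate also reaching 60%; inconclusive = only one of the two criteria is met; inactive = mean below 60% and not all replicates reaching 60%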;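 also: luciferase light reporting Pax8 driven TPO promoter activity; plate controls were median of neutral control wells for no effect and mitoxantrone controls for full effect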
DENV2 CPE rescue = DENV2-induced cell death inhibition | DENV2-infected cells, cytopathic effect rescue, plate reader | CPE inhibition, % at 9.99 µM | actives 1.7% (n = 350,000); in the data active = CPE inhibition above about 20%, passing the limit was not always enough; inconclusive = no clear call, values can overlap the other calls; tested in BHK-21 cells;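 also: 0% = median of neutral control wells and 100% = median of positive control wells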
LGR2 antag = inhibitors of bursicon-induced Drosophila LGR2 receptor cAMP signaling; HEK293 LGR2, CRE-luciferase, bursicon-stimulated, 4 h; inhibition, % at 9.99 µM; actives 0.35% (n = 380,000); AID 720647;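 active = drop in luminescence signal, shown as inhibition above about 50% in the replicate tests, limit read from the data, passing the limit was not always enough; inconclusive = probably only some replicates passing the limit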;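 also: agonist challenge used bursicon conditioned medium at about half maximal strength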
The depositor's hits bear a star; ? = inconclusive; . = not tested or not shown; & = joins results of further samples.

Compound	CASP6 VEID inh	LGR2 antag	ARNT TACC3 PPI	PAX8 inh HTS	DENV2 CPE rescue	EWS-Fli inh	SIRT5 block
Cc1occc(=O)c1O	-3	9	1	-20	10	-12	-4
Cn1c(=O)[nH]c(=O)c2c1nc1n2CC(O)CN1c1ccccc1 (stereo not given)	0	11	-2	11	1	1	-3
CCOC(=O)N1CCN(C(=O)C2CCN(C(=O)c3ccc(C(C)(C)C)cc3)CC2)CC1	-1	-4	.	1	?	-15	-3
O=C(C[C@@H]1CC[C@H]2[C@@H](COC[C@H](O)CN2C(=O)Nc2cccc(Cl)c2)O1)NCc1ccccc1F	-1	-6	-5	-11	6	-7	-4
O=C(CC1SC(N2CCOCC2)=NC1=O)Nc1ccc(Cl)cc1 (stereo not given)	-2	-2	6	-17	6	-3	-1
Cc1nn(CC(=O)N2CCN(C)CC2)c(=O)c2ccccc12	3	2	1	3	1	-1	-6
CN[C@@H](CO)C(=O)NC[C@H]1O[C@@H](n2cnc3c(N)ncnc32)[C@H](O)[C@@H]1O	2	6	.	0	-4	-2	1
O=S(=O)(Nc1nc(SCc2ccc(Cl)cc2)n[nH]1)c1ccccc1	6	-6	-17	13	17	-1	-2
COc1ccc(NC(=O)COC(=O)c2cccn2C)cc1S(=O)(=O)N1CCCCC1	2	9	3	14	1	4	1
O=C(COC(=O)c1ccccc1OC(F)F)Nc1ccc(N2CCCCC2)cc1	0	-5	-2	-17	?	-17	-2
O=C(Cn1cc([N+](=O)[O-])ccc1=O)NCc1ccc(Cl)cc1Cl	-3	-6	-2	-13	3	-2	-2
C[C@H]1CN([C@@H](C)CO)C(=O)c2cccc(NC(=O)Nc3ccc(C(F)(F)F)cc3)c2O[C@@H]1CN(C)C(=O)Nc1ccc(F)cc1	1&-4	10	-6	18	0&-3	-1&0	2&-2
CN1[C@@H]2c3ccc(-c4ccccc4)c(=O)n3C[C@@H]2[C@@H](CO)[C@@H]1C(=O)N1CCc2ccccc2C1	2	21	-1	68*	4	5	-1
CC(C)n1nnnc1SCC(=O)N1N=C(c2cccs2)CC1c1cccs1 (stereo not given)	0	-59	5	-103	-4	-60	1
C/C=C/c1ccc(C2[C@H]3CNC[C@@H]2N3Cc2cc(OC)cc(OC)c2)cc1 (stereo not given in full)	1&2	3&-11	.	-20&-13	-1&-1	3&-4	1&3
CCN1[C@@H]2c3cccc(=O)n3C[C@H]1[C@H](CO)[C@H]2C(=O)NC1Cc2ccccc2C1	4	-10	-5	-5	-2	-12	-5
CC(=O)c1cccc(NC(=S)NCCc2ccc(Cl)cc2)c1	-1	5	-4	-6	5	-10	-6
CC=Cc1ccc2n(c1=O)C[C@@H]1[C@@H](CO)[C@H](C(=O)NCCC)[C@H]2N1CC1CCCC1 (mixture of isomers)	-2	-1	-3	.	-4	-5	-1
CCOc1ncccc1C(=O)OCC(=O)c1ccc(Br)s1	3	-23	.	-6	3	0	7
O=C(NCc1ccc(F)cc1Cl)C1CC(=O)N(C2CCCCCCC2)C1 (stereo not given)	1	-4	-5	-1	-7	.	-2
C[C@@H]1CN([C@@H](C)CO)C(=O)c2cc(NC(=O)Nc3ccc4c(c3)OCO4)ccc2O[C@H]1CN(C)S(=O)(=O)c1cn(C)cn1	-1&1	-1&-4	-6&3	10	2&2	3&-6	4
O=C(NCc1ccncc1)[C@@H]1CCCN1C(=O)[C@@H]1CCCN1C(=O)c1cccc2ccccc12	-1	-12	.	-21	-14	2	1
C[C@@H]1CN([C@H](C)CO)C(=O)Cc2cc(NC(=O)CCCN(C)C)ccc2O[C@H]1CN(C)C	2	10	23	-2	16	1	-2
CC(C)=CC(=O)O[C@H]1[C@@H]2[C@H](C)C(=O)O[C@@H]2C[C@@H](C)[C@@H]2[C@@H](O)CC(=O)[C@]21C	4	24	-1	15	-10	1	-3
C=CCc1cccc(/C=N/NC(=O)C(C)Nc2ccc(C)cc2)c1O (stereo not given)	-1	-7	.	-1	-3	9	2
O=C(c1cccs1)N1C(=O)c2cccc3cccc1c23	0	-9	-2	2	15	1	-3
O=C(C[C@@H]1C[C@H]2c3cc(NC(=O)CC4CC4)ccc3O[C@H]2[C@@H](CO)O1)NCc1cc(F)ccc1F	-3	-11	1	16	18	-4	-5
O=C(c1cc([N+](=O)[O-])ccc1Cl)N1c2ccccc2Sc2ccccc21	-2	-2	-2	34	?	-18	1
Cc1noc(C)c1S(=O)(=O)N(C)C[C@H]1Oc2ccc(NC(=O)Cc3ccccc3)cc2CC(=O)N([C@@H](C)CO)C[C@@H]1C	.	-11	-4	-6	-1	5	.
COc1ccc(C(=O)CN2CCN(S(=O)(=O)c3cccc([N+](=O)[O-])c3)CC2)cc1OC	7	2	-4	3	.	4	-3
C[C@H](CO)N1C[C@H](C)[C@@H](CN(C)C)Oc2cc(C#Cc3ccccc3F)ccc2S1(=O)=O	2	14	1	.	10	6	4
CCOC(=O)c1cc(S(=O)(=O)NC2CCC(C)CC2)cn1C (stereo not given)	-5	-3	-8	9	-8	6	0
CCC1NC(C(=O)O)Cc2c1[nH]c1ccccc21 (stereo not given)	-3	.	23	.	13	2	.
CN1CCN(C(=O)C[C@@H]2CC[C@@H]3[C@H](COC[C@@H](O)CN3C(=O)C3CC3)O2)CC1	6	-3	7	6	1	-4	-7
O=C(O)CSc1ncccc1C(=O)O	6	4	-4	-1	46*	2	-4
Cc1ccc(S(=O)(=O)NCc2ccccc2)cc1C(=O)N1CCCCC1	6	9	-3	-2	2	.	1
N#CCC(=O)N/N=C/c1cn(Cc2ccccc2C#N)c2ccccc12	-3	10	-4	3	2	5	0
CC(C)(C)OC(=O)CNC(=O)c1nc[nH]c1C(=O)N1CCN(C(=O)OC(C)(C)C)CC1	-1	-14	.	-1	?	14	0
COc1ccc(/C=N/NC(=S)Nc2ccccc2[N+](=O)[O-])cc1O	7	38	-2	-25	-1	-14	2
CCCNC(=O)N(C)C[C@@H]1Oc2ncc(C#CC3(O)CCCC3)cc2C(=O)N([C@H](C)CO)C[C@H]1C	0	-3	-14	-8	?	-17	8
O=C(NCCCc1ccc(F)cc1)C1CCC(=O)N(CCN2CCOCC2)C1 (stereo not given)	0	4	1	-18	5	-3	-4
C1CCc2c(nc3nnnn3c2NC2CCCC2)C1	-2	-22	-5	.	.	.	-2
O=c1c2ccccc2[nH]c(=S)n1CCN1CCc2ccccc2C1	0	3	6	-21	0	-3	-6
Cc1cc(=O)oc2cc(N3C(=O)CC(Cc4ccccc4)C3=O)ccc12 (stereo not given)	-1	15	10	7	-7	3	-2
CCCCn1c(N)c(N(CCOC)C(=O)CSc2nnc(-c3ccncc3)n2CCC)c(=O)[nH]c1=O	-1	-2	-3	.	0	-6	8
Cc1nsc(Nc2ccccc2)c1C#N	-2	1	-1	-24	0	-4	1
Cc1ccc(-c2n[nH]c(=O)c3ccccc23)c(C)c1	-1	10	-5	16	0	3	-2
COCC(=O)N1CCC(Oc2ccc(C(=O)N(C)CCCC3CCCC3)cc2)CC1	-5	-1	3	9	-3	22	1
O=C(CC(=O)c1ccccn1)c1ccccc1	2	-10	-1	-129	3	-16	-5
COC(=O)CN1C(=S)N(c2ccc(OC)cc2)C(=O)/C1=C/c1cccs1	.	-9	-11	18	.	.	.

(more compounds)
Compound	CASP6 VEID inh	LGR2 antag	ARNT TACC3 PPI	PAX8 inh HTS	DENV2 CPE rescue	EWS-Fli inh	SIRT5 block
CN(CC(=O)Nc1ccc(N2CCOCC2)cc1)C(=O)COc1ccccc1F	-2	10	0	1	-3	5	-1
O=[N+]([O-])c1ccccc1Nc1ccccc1[N+](=O)[O-]	1	-4	-28	.	-9	-7	-6
O=C(C1CCCCC1)N1CC(=O)N2[C@H](CO)[C@H](c3ccc(-c4cccnc4)cc3)[C@@H]2C1	-3	4	.	.	13	.	4
COc1cccc(-c2csc(N3CCN(C(=O)Nc4ccc(Cl)cc4)CC3)n2)c1	-1	-19	-3	-24	0	-10	.
CN(Cc1c(C(=O)N/N=C/c2ccccc2)nnn1-c1nonc1N)c1ccccc1	5	-5	0	-8	15	.	1
Cc1noc(C)c1S(=O)(=O)Nc1ccc2c(c1)CC(=O)N([C@@H](C)CO)C[C@H](C)[C@@H](CN(C)C(=O)Nc1ccc(C(F)(F)F)cc1)O2	-1	1	-7	-3	-3	3	3
COc1ccc(OCCCC(=O)OC(C)C(=O)Nc2cccc(C(C)=O)c2)cc1 (stereo not given)	1	0	.	-8	-7	.	-2
CO[C@H]1CN(C)C(=O)c2cc(NC(=O)Nc3cccc(F)c3)ccc2OC[C@@H](C)N(C(=O)C2CC2)C[C@@H]1C	.	-1	-3	-11	.	10	.
CCN(CC)c1ccc(/C=N/NC(=O)c2cnccn2)cc1	1	-42	-8	-133	4	-6	-1
COc1ccc(S(=O)(=O)N(C)C[C@@H]2Oc3c(NC(=O)C4CC4)cccc3C(=O)N([C@@H](C)CO)C[C@@H]2C)cc1	0	-10	-5	.	?	-2	-1
CCOc1ccc(CNC(=O)CCS(=O)(=O)Cc2ccccc2C)cc1OC	0	2	-7	-14	-2	-2	-4
O=C(NNC(=O)C1CCN(Cc2ccc(F)cc2Cl)CC1)Nc1ccc([N+](=O)[O-])cc1	1	.	-4	16	4	8	3
O=C(/C=C/c1ccccc1Cl)Nc1cccnc1	0	-51	5	-167	8	-34	0
COc1ccc(CNC(=O)Nc2cccc(C(F)(F)F)c2)cc1OC	.	5	23	0	.	.	.
O=C(CC1CC1)N1CC(=O)N2[C@@H](CO)[C@H](c3ccc(C#Cc4cccc(F)c4)cc3)[C@@H]2C1	2	9	.	.	-4	-5	1
Cc1c(C=O)c2cc(OCc3ccccc3)ccc2n1C	-1	-35	2	-40	9	-154	-1
CC1CCCC(NC(=O)CCCCCn2c(=S)[nH]c3ccsc3c2=O)C1C (stereo not given)	-4	.	.	-9	-5	7	.
CCOc1ccc(/C=C2\NC(=S)NC2=O)cc1	0	4	-8	1	-7	1	-2
CCN(CC)CCn1c2c(c(SCC(=O)Nc3nccs3)nc1=O)CCCC2	-2	10	1	-6	3	-1	4
CCN1CC(=O)N2[C@H](C1)[C@H](c1ccc(Br)cc1)[C@@H]2CO	3	4	.	.	10	-76	2
COc1ccc(OC)c(NC(=O)CCOc2cccc(C)c2)c1	-5	17	20	-8	4	-2	-2
Cc1cc(C)cc(Cn2c3ccc(NC(=O)NCCc4cccs4)cc3c(=O)n2C)c1	.	-4	.	10	16	-4	0
O=C(NC(=S)Nc1cccnc1)c1cccc(Br)c1	0	-19	.	-15	3	-3	-7
C[C@@H]1CN([C@@H](C)CO)C(=O)c2cccc(NC(=O)NC3CCCCC3)c2O[C@@H]1CN(C)CC1CCCCC1	1	0	-4	.	13	10	0
COc1cc(OC)cc(C(=O)NNC(=O)CCC2CCCC2)c1	-1	-2	-7	10	13	-3	-5
CCOC(=O)C1(Cc2ccc(OC)cc2)CCN(C(=O)c2cc(C)on2)CC1	-2	-14	-2	-20	-7	-24	-1
CN(C(=S)Nc1ccc(SC(F)F)cc1)C(c1ccccc1)c1ccccc1	1	-8	-17	-1	4	9	-1
COc1ccc(/C=N/n2c(-c3ccco3)nc3ccccc3c2=O)cc1	0	-25	5	.	.	.	-4
CC(C)(C)NC(=S)NNC(=O)c1ccncc1	1	4	1	-1	?	12	2
CC(C)=CCC[C@H](C)C[C@@H]1Cc2[nH][nH]c(=O)c2[C@@H](c2ccc(F)cc2)O1	0	-20	.	-5	0	3	4
